PglD DTNB – C. jejuni PglD acetyltransferase inhibitors, primary screen, biochemical, DTNB colorimetric, single point | inhibition, % at 12.5 µM | purified PglD enzyme, DTNB colorimetric CoA detection | AID 602405, 2012 | hit rate 0.098% among 360,000 | UDP-N-acetylbacillosamine N-acetyltransferase PglD (Campylobacter jejuni); in the data active = inhibition above about 16%, passing the limit was not always enough; also: strong numbers were not always called active
E-sel inducer – E-selectin induction in HUVECs, primary screen, imaging, HUVEC, immunofluorescence imaging, single point; P16581; normalized: neutral wells 0, TNF-alpha wells 100; activation, % at 7.58 µM; hit rate 0.37% among 260,000;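 active = mean E-selectin-positive cell signal at least 10% of the positive control, reached in at least 60% of replicates, without over 20% cell loss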;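 also: in these data hits start at about 27%; measured in HUVEC primary endothelial cells; signal is the percent of cells scored E-selectin positive by PE staining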
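Test system: HUVEC | Signal: Immunofluorescence imaging | Read-out: Percent E-selectin-positive cells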
CASP6 VEID inh – human caspase-6 inhibitors, primary screen, biochemical, VEID-R110 fluorescence, single point, set 2; hit rate 0.53% among 350,000; inhibition, % at 12.5 µM; purified caspase-6, Z-VEID-R110 cleavage fluorescence; P55212;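 active = mean inhibition across replicates at least about 35%, with every replicate also reaching that limit, limit read from the data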;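 also: 0% = median of neutral control wells and 100% = no fluorescence left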
Target sequence (P55212 24-179 limits assumed): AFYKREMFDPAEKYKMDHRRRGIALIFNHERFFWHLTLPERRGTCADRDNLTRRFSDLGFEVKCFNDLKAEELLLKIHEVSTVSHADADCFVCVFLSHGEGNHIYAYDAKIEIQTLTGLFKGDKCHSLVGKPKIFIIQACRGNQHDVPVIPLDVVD
Target sequence (P55212 194-293 limits assumed): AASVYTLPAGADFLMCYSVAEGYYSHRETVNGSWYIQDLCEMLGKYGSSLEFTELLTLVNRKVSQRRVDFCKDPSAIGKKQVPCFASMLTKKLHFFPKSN
ERp5 inh – inhibitors of ERp5-driven insulin aggregation, primary screen, biochemical, turbidity, absorbance 650 nm, single point | hit rate 0.05% among 350,000 | 90 min | Protein disulfide-isomerase A6 (Homo sapiens), Q15084 | inhibition, % at 9.99 µM;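 active = mean replicate inhibition above about 25%, with every replicate also reaching it, limit read from the data, passing the limit was not always enough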
ARNT TACC3 PPI – disruptors of ARNT/TACC3 protein interaction, primary screen, biochemical, AlphaScreen, single concentration. AlphaScreen His-ARNT PAS-B/GST-TACC3 binding, luminescence; TACC3 fragment carries E629A point mutation. inhibition, % at 9.99 µM. hit rate 0.66% among 390,000. AID 623870, 2012;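 active = mean inhibition of replicates at least 50% and at least half of replicates each reaching 50%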;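 also: 0% = complete ARNT plus TACC3 wells and 100% = ARNT alone without TACC3; many hits fall short of the cut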
RAD54 inh – inhibitors of human RAD54 branch migration, primary screen, biochemical, fluorescence, single point; hit rate 0.14% among 360,000; AID 602329, 2012; inhibition, % at 10.4 µM; RAD54 Holliday junction branch migration, FAM/BHQ fluorescence; DNA repair and recombination protein RAD54-like (Homo sapiens), Q92698;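 active = mean normalized replicate activity at least 40 and at least half of replicates scoring 40 or more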;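 also: 0% = median of neutral control wells and 100% = median of positive control wells; inhibitors cause a drop in the FAM fluorescence signal; in these data hits start at about 50%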
Target sequence (Q92698 whole entry, looked up): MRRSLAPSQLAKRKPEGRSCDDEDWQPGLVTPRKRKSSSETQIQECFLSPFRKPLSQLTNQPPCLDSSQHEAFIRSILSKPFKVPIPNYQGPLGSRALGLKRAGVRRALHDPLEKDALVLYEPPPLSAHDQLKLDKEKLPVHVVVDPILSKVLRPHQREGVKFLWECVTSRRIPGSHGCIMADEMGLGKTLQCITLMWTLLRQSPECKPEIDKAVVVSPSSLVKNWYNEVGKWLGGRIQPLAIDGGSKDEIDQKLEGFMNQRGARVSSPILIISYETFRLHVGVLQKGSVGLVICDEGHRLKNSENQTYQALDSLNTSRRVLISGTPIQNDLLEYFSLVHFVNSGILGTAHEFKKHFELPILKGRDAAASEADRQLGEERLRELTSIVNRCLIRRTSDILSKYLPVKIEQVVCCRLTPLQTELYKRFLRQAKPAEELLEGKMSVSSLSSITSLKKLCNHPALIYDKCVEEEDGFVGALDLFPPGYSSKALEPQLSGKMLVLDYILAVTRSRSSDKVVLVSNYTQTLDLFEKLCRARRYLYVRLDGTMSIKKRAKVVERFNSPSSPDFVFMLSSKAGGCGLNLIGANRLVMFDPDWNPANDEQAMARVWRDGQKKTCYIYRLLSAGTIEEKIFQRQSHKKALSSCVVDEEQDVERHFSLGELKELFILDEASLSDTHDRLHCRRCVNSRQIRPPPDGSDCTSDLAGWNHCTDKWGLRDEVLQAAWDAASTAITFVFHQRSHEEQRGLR
esBAF inh – Bmi1 luciferase reporter increase in mESCs, primary screen, esBAF inhibitor project, mouse ES cells, Bmi1 luciferase knock-in, single point. 24 h; 100% = twice the neutral-well signal. reporter increase, % at 12.5 µM. hit rate 2% among 350,000; in the data active = activation above about 40%;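 also: 0% = median of the plate's neutral control wells and 100% = double that signal; a rise in the Bmi1 reporter signal indicates esBAF inhibition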
RAD52 inh – RAD52 DNA annealing inhibitors, primary screen, biochemical, FRET, single point, set 2 | DNA repair protein RAD52 homolog (Homo sapiens), P43351 | recombinant RAD52 DNA annealing, FRET fluorescence | inhibition, % at 18.7 µM | AID 651710, 2012 | hit rate 0.46% among 360,000;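 active = every replicate showing at least 50% inhibition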
* hit, by the source's call.

`Cc1ccnc(NC(=O)C(Cc2ccccc2)NC(=O)c2ccccc2)c1` (centres undefined) gave PglD DTNB -1.7, E-sel inducer 0.6, CASP6 VEID inh 0.5, ERp5 inh -0.4, ARNT TACC3 PPI -14.7, RAD54 inh -6.7, esBAF inh 6.0 and RAD52 inh -16.3.
Screening O=C(CCCn1c(SCC(=O)Nc2ccccc2Cl)nc2ccccc2c1=O)NCC1CCCO1 (centres undefined) returned PglD DTNB -4.3, E-sel inducer -0.3, CASP6 VEID inh 4.3, ERp5 inh -2.1, ARNT TACC3 PPI 29.3, RAD54 inh -9.2, esBAF inh 0.9 and RAD52 inh -10.5.
`COC(=O)C1=C(C)OC(N)=C(C#N)C1c1ccc(OC)c(OC)c1OC` (centres undefined) gave PglD DTNB -4.6, ARNT TACC3 PPI -11.8, RAD54 inh -7.7 and esBAF inh -7.7.
Screening CS(=O)(=O)c1ccccc1C(=O)NCCC(c1ccccc1)c1ccccc1 returned PglD DTNB -0.7, E-sel inducer -0.2, CASP6 VEID inh -0.4, ERp5 inh -0.5, RAD54 inh -2.6, esBAF inh -5.1 and RAD52 inh -7.5.
`O=S(=O)(Nc1ccc(Cc2ccncc2)cc1)N1CCCC1` gave PglD DTNB 6.9, ARNT TACC3 PPI 5.5, RAD54 inh 1.2 and esBAF inh -1.4.
COc1ccc(CCNC(=O)c2c(C)nn(CC(C)C)c2Cl)cc1 was read as PglD DTNB -2.1, E-sel inducer 0.1, CASP6 VEID inh -0.8, ERp5 inh -1.7, ARNT TACC3 PPI -2.6, RAD54 inh -1.2, esBAF inh 3.5 and RAD52 inh -28.8.
For COc1ccc(CNC(=O)[C@H](C)[C@@H]2C[C@@]2(C)[C@@H](NC(=O)OCc2ccccc2)c2ccccc2)cc1OC the results were E-sel inducer 0.2, CASP6 VEID inh -1.9, ERp5 inh 6.6 and RAD52 inh -21.4.
Screening COc1ccc(NC(=O)N(C)C[C@H]2Oc3ccc(NC(=O)NC(C)C)cc3C(=O)N([C@@H](C)CO)C[C@@H]2C)cc1 returned PglD DTNB 1.2, E-sel inducer 0.1, CASP6 VEID inh 0.7, ERp5 inh -1.6, ARNT TACC3 PPI 14.0, RAD54 inh -12.1, esBAF inh 2.3 and RAD52 inh 17.9.
For C[C@H]1CN([C@@H](C)CO)C(=O)c2cc(NC(=O)CCCCCC(=O)Nc3ccccc3N)ccc2O[C@@H]1CN(C)S(=O)(=O)c1ccc(Cl)cc1 the results were E-sel inducer -0.2, CASP6 VEID inh 1.5, ERp5 inh 9.4 and RAD52 inh 4.0.
Screening CCCNC(=O)C(NS(=O)(=O)c1ccc2c(c1)c(=O)n(C)c(=O)n2C)c1ccccc1 (centres undefined) returned PglD DTNB -5.2, E-sel inducer 1.3, CASP6 VEID inh 1.9, ERp5 inh 1.3, ARNT TACC3 PPI -0.9, RAD54 inh 2.8, esBAF inh -8.3 and RAD52 inh -47.1.
Screening O=C(C[C@@H]1CC[C@@H]2[C@H](COC[C@@H](O)CN2CC2CCOCC2)O1)NCc1ccc(Cl)cc1 returned PglD DTNB 1.2, E-sel inducer 1.0, CASP6 VEID inh 0.8, ERp5 inh -0.1, ARNT TACC3 PPI -1.7, RAD54 inh -3.0, esBAF inh -7.1 and RAD52 inh -2.8.
`O=C1CN(Cc2ccccc2)C[C@H]2[C@@H](c3ccc(-c4ccccc4F)cc3)[C@H](CO)N12` gave E-sel inducer 0.6, CASP6 VEID inh 0.5, ERp5 inh -0.1 and RAD52 inh -19.2.
For COCCN(CC(=O)Nc1cccc(C)c1C)C(=O)Cn1cnc2ccccc2c1=O the results were PglD DTNB -3.3, E-sel inducer 0.1, CASP6 VEID inh -1.6, ERp5 inh 2.5, ARNT TACC3 PPI -18.0, RAD54 inh 5.9, esBAF inh -8.4 and RAD52 inh 3.0.
Screening Cn1c(=O)c2cc(NC(=O)Nc3ccccc3)ccc2n1Cc1ccccc1 returned PglD DTNB 3.6, E-sel inducer 0.0, CASP6 VEID inh 3.0, ERp5 inh 2.1, RAD54 inh 2.4, esBAF inh 24.7 and RAD52 inh -30.8.
COc1ccccc1-c1csc(NC(=O)c2ccc(N3C(=O)CCC3=O)cc2)n1 was read as E-sel inducer 0.0, CASP6 VEID inh 0.4, ERp5 inh 2.8 and RAD52 inh -5.8.

Next section; the last 3 above are carried over.
For COCCN(CC(=O)Nc1cccc(C)c1C)C(=O)Cn1cnc2ccccc2c1=O the results were PglD DTNB -3.3, E-sel inducer 0.1, CASP6 VEID inh -1.6, ERp5 inh 2.5, ARNT TACC3 PPI -18.0, RAD54 inh 5.9, esBAF inh -8.4 and RAD52 inh 3.0.
Screening Cn1c(=O)c2cc(NC(=O)Nc3ccccc3)ccc2n1Cc1ccccc1 returned PglD DTNB 3.6, E-sel inducer 0.0, CASP6 VEID inh 3.0, ERp5 inh 2.1, RAD54 inh 2.4, esBAF inh 24.7 and RAD52 inh -30.8.
COc1ccccc1-c1csc(NC(=O)c2ccc(N3C(=O)CCC3=O)cc2)n1 was read as E-sel inducer 0.0, CASP6 VEID inh 0.4, ERp5 inh 2.8 and RAD52 inh -5.8.
Screening CC1NC(=O)N(C)[C@@H]2NC(=O)N(C)C(c3ccc([N+](=O)[O-])cc3)[C@@H]12 (some centres undefined) returned PglD DTNB 2.2, E-sel inducer 2.2, CASP6 VEID inh -2.1, ERp5 inh 0.8, ARNT TACC3 PPI -2.5, RAD54 inh -8.3, esBAF inh -1.7 and RAD52 inh -4.1.
`O=C(Nc1ccccc1C(=O)N1CCOCC1)c1ccc(Cl)cc1` gave E-sel inducer 0.0, CASP6 VEID inh 17.6, ERp5 inh 2.8 and RAD52 inh -5.7.
CCOC(=O)c1c(NC(=O)CSc2nc(C)cc(C)c2C#N)sc(C(C)=O)c1C was read as PglD DTNB -4.5, ARNT TACC3 PPI -6.5, RAD54 inh -18.7 and esBAF inh 2.1.
`Cc1noc(NS(=O)(=O)c2ccc(N/C=C/C(=O)c3cccnc3)cc2)c1C` gave PglD DTNB -2.8, ARNT TACC3 PPI 10.3, RAD54 inh -7.5 and esBAF inh 4.4.
CCCNC(=O)NC[C@H]1[C@@H](c2ccc(C3=CCCC3)cc2)[C@H](CO)N1C(C)=O was read as PglD DTNB 1.0, E-sel inducer -0.1, ARNT TACC3 PPI -4.9, RAD54 inh 6.9 and esBAF inh 0.2.
CCCCCCCCCC(=O)N1c2ccccc2NC(=O)C1CC(=O)Nc1ccc(C(=O)O)cc1 (centres undefined) was read as PglD DTNB 10.8, E-sel inducer 1.9, CASP6 VEID inh 18.7, ERp5 inh 9.3, ARNT TACC3 PPI -1.0, RAD54 inh 6.2, esBAF inh -2.7 and RAD52 inh -7.2.
Screening Cc1ccc(-c2cc(C(F)(F)F)n3ncc(C(=O)N4CCN(C)CC4)c3n2)cc1 returned PglD DTNB 1.7, ARNT TACC3 PPI 11.2, RAD54 inh -6.6 and esBAF inh 3.2.
`O=C1NC(c2ccco2)Nc2ccccc21` (centres undefined) gave PglD DTNB 6.6, ARNT TACC3 PPI 5.2, RAD54 inh 4.7 and esBAF inh 7.5.
For CN1CCN(C(=O)C[C@H]2CC[C@H](NC(=O)c3ccc4c(c3)OCO4)[C@@H](CO)O2)CC1 the results were PglD DTNB 2.3, E-sel inducer 0.1, CASP6 VEID inh -1.9, ERp5 inh -2.1, ARNT TACC3 PPI -2.9, RAD54 inh 7.2, esBAF inh -2.3 and RAD52 inh -8.1.
OC(c1ccccc1)c1nc(-c2cccc(F)c2)cs1 (centres undefined) was read as PglD DTNB -2.2, E-sel inducer 2.0, CASP6 VEID inh 3.0, ERp5 inh -1.5, RAD54 inh -3.1, esBAF inh 39.0 and RAD52 inh 7.5.
Screening CC1(C(=O)Nc2ccc3c(c2)OCCO3)CN(S(C)(=O)=O)CC(=O)N1Cc1cccs1 (centres undefined) returned E-sel inducer -5.8, CASP6 VEID inh -2.9, ERp5 inh -2.1 and RAD52 inh 4.4.
`Cc1cccc(CN2C(=O)NC(c3ccccc3)(c3ccccc3)C2=O)c1` gave PglD DTNB -0.9, E-sel inducer 0.4, CASP6 VEID inh 1.8, ERp5 inh 6.3, ARNT TACC3 PPI -0.8, RAD54 inh 6.7, esBAF inh -5.0 and RAD52 inh -15.4.
For Cc1nnc(SCC(=O)NCc2ccco2)n1Cc1ccccc1 the results were PglD DTNB -2.6, ARNT TACC3 PPI -2.5, RAD54 inh -9.1 and esBAF inh -0.6.
Screening CC1=C(C(=O)N(C)C)CC(CC(=O)NCCCN(C)C)C(=O)N1CCCN1CCCC1=O (centres undefined) returned PglD DTNB 3.8, E-sel inducer 0.0, CASP6 VEID inh -13.9, ERp5 inh 4.4, RAD54 inh 9.2, esBAF inh -0.2 and RAD52 inh -17.9.
Screening COc1ccc(-n2c(COc3cccc(C)c3)n[nH]c2=S)cc1 returned PglD DTNB -0.9, CASP6 VEID inh 0.5, ERp5 inh -7.9, ARNT TACC3 PPI 1.3, RAD54 inh -0.1, esBAF inh -7.0 and RAD52 inh 5.6.
C/C=C/c1ccc(OCCOCCOc2cccc3cccnc23)c(OC)c1 was read as E-sel inducer -0.1, CASP6 VEID inh 4.1, ERp5 inh 7.1, ARNT TACC3 PPI 15.5 and RAD52 inh -7.2.
COc1ccc(CNC(=O)CN(C)S(=O)(=O)c2ccc3c(c2)n(C)c(=O)c(=O)n3C)cc1 was read as PglD DTNB 3.5, CASP6 VEID inh -2.8, ERp5 inh -1.4, ARNT TACC3 PPI -4.1, RAD54 inh -10.4, esBAF inh -1.7 and RAD52 inh -0.2.
Cc1ccc(NC(=O)[C@@H]2CCCN2C(=O)c2cccs2)cc1S(=O)(=O)N1CCCCC1 was read as PglD DTNB 0.6, E-sel inducer -0.1, CASP6 VEID inh 1.3, ERp5 inh -14.3, ARNT TACC3 PPI 3.3, RAD54 inh 3.8, esBAF inh -6.4 and RAD52 inh -16.7.
For CCCNC(=O)C1(C)CCN(C(=O)c2c(Cl)cccc2Cl)C1 (centres undefined) the results were PglD DTNB 3.7, E-sel inducer 0.0, CASP6 VEID inh -0.2, ERp5 inh 9.2, RAD54 inh 6.8, esBAF inh 0.6 and RAD52 inh 4.0.
For O=C(Cn1nnc(-c2ccc3c(c2)OCO3)n1)NCc1ccco1 the results were PglD DTNB 0.6, ARNT TACC3 PPI -1.2, RAD54 inh -1.6 and esBAF inh -12.5.
For O=C(N[C@@H]1CC[C@H](CCn2cc(-c3ccccc3)nn2)O[C@@H]1CO)c1ccccc1F the results were PglD DTNB -0.6, E-sel inducer -0.1, CASP6 VEID inh 1.0, ERp5 inh -0.4, ARNT TACC3 PPI 1.5, RAD54 inh -5.4, esBAF inh -18.7 and RAD52 inh -8.6.
C/C(CC(=O)Nc1ccc(F)cc1)=N\NC(=O)c1ccccn1 was read as PglD DTNB 4.0, E-sel inducer 3.2, CASP6 VEID inh -0.6, ERp5 inh 2.1, ARNT TACC3 PPI 22.1*, RAD54 inh -4.4, esBAF inh 32.1 and RAD52 inh -3.5.
For COc1ccc2oc(C(=O)OCC(=O)NCCc3ccc(S(N)(=O)=O)cc3)c(C)c2c1 the results were PglD DTNB 5.7, CASP6 VEID inh -4.2, ERp5 inh 1.2, ARNT TACC3 PPI -1.0, RAD54 inh 1.1, esBAF inh -1.8 and RAD52 inh -9.3.
`CC(C)CN(C(=O)COC(=O)c1ccc2c(c1)OCCO2)c1c(N)n(Cc2ccccc2)c(=O)[nH]c1=O` gave E-sel inducer -0.3, CASP6 VEID inh 1.4, ERp5 inh -1.6, ARNT TACC3 PPI 3.3 and RAD52 inh 0.8.
